# Compound activity as filed in PubChem.
# Anesthetic bind: qHTS Assay for Identification of Novel General Anesthetics | AID 485281, 2010 | Potency, µM (highest dose often 77.5 µM), for inactives: at the highest dose activity change, negative = displacement, most hits filed as inhibitors | hit rate 0.074% among 350,000 | apoferritin/1-aminoanthracene competitive binding, fluorescence; note: potency is the fitted concentration of half-maximal effect; % is set by controls: 0 for no effect and ±100 for the full control effect; nearly all actives have a fitted effect of over 20% in size
# Target sequence (P02791 2-175 limits assumed): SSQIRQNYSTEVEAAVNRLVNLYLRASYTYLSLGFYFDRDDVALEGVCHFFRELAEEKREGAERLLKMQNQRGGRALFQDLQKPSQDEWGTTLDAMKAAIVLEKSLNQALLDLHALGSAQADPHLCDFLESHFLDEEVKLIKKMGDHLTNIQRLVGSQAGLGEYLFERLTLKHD
#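 Apoferritin-based anesthetic binding model; compound displacement of fluorescent 1-AMA measured as endpoint fluorescence after 10 minutes at room temperature, scaled to free-ligand and complex controls.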
# Pol eta inh: qHTS for Inhibitors of Polymerase Eta | DNA polymerase eta (Homo sapiens), Q9Y253 | recombinant Pol eta, fluorescent DNA replication assay | Potency, µM (top dose mostly 114 µM), for the others: top-dose activity change, negative = inhibition, usual class: inhibitors | hit rate 1.2% among 390,000 | AID 588591, 2011; note: potency is the fitted concentration of half-maximal effect; % is set by controls: 0 for no effect and ±100 for the full control effect
#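 Fluorescent replication assay: 50 nM final substrate added after a 15 min room-temperature compound preincubation with 10 nM enzyme. Signal taken at 0 min and again at 10 min.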
# LDHA inh: qHTS assay for inhibitors of human lactate dehydrogenase. L-lactate dehydrogenase A chain (Homo sapiens), P00338. purified LDHA, NADH/diaphorase-resazurin fluorescence; active compounds read low. activity change, % (values are at about 110 or 230 µM). hit rate 0.15% among 480,000; in the data active = activity change below about -30%; inconclusive = mostly about -25% to -30%;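 note: plate controls were DMSO wells for no effect and wells without enzyme for full effect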
#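 LDH5 2 nM; NADH 0.06 mM, pyruvate 0.2 mM; 200 mM Tris pH 7.4, EDTA, Tween-20; 5 min RT. Detection: diaphorase 0.133 mg/mL + resazurin 37 µM, fluorescence ex540/em590 at 0 and 20 min; normalized to enzyme-free and DMSO wells.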
# Pol kappa inh: qHTS for Inhibitors of Polymerase Kappa; purified Pol kappa, fluorescent DNA synthesis assay, 10 min; Potency, µM (highest dose often 107 µM), without a hit: at the highest dose activity, negative = inhibition, usual class: inhibitors; hit rate 0.53% among 400,000; note: potency is the fitted concentration of half-maximal effect; % is set by controls: 0 for no effect and ±100 for the full control effect
#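 Enzyme at 10 nM met test compounds for 15 min at room temperature. Substrate addition (50 nM final) began the reaction, which was monitored by fluorescence at 0 and 10 min.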
# BLM helicase inh: qHTS Assay for Inhibitors of Bloom's syndrome helicase (BLM); recombinant BLM DNA unwinding, fluorescence dequenching; Potency, µM (top dose mostly 56.1 µM), without a hit: at the highest dose activity change, negative = inhibition, hits mostly inhibitors; hit rate 0.2% among 350,000; AID 2528, 2010;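 note: potency is the fitted concentration of half-maximal effect; plate controls were vehicle for no effect and no enzyme for full effect; nearly all actives have a fitted effect of over 35% in size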
# POLI inh: qHTS for Inhibitors of Polymerase Iota. DNA polymerase iota (Homo sapiens), Q9UNA4. Pol iota fluorescent replication assay, 10 min. Potency, µM (top dose mostly 115 µM), without a hit: top-dose activity, negative = inhibition, most hits filed as inhibitors. hit rate 1% among 390,000. AID 588590, 2011; note: potency is the fitted concentration of half-maximal effect
# Target sequence (Q9UNA4 whole entry, looked up): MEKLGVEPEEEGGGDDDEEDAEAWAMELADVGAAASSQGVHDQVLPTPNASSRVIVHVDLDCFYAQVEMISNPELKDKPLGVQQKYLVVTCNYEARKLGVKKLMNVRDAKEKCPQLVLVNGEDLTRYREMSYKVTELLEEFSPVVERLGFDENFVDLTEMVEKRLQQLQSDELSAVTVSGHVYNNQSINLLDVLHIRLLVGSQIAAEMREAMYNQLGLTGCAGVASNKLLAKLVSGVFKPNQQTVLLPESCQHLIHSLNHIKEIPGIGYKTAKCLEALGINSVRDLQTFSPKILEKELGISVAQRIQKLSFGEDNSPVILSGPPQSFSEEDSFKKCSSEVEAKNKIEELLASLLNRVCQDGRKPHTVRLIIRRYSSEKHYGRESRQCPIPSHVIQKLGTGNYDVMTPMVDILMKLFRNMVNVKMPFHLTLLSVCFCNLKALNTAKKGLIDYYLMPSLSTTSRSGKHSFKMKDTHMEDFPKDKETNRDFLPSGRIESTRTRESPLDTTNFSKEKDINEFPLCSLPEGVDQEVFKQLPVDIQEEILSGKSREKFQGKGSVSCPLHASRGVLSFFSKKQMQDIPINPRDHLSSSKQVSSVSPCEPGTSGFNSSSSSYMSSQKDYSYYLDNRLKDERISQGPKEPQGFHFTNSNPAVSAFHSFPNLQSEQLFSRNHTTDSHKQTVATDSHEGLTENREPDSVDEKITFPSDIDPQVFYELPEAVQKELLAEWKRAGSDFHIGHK
#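 Fluorescent replication assay read twice, at 0 min and 10 min after adding 50 nM (final) substrate. Enzyme (10 nM) and compounds were first incubated 15 min at room temperature; enzyme-free buffer wells were negative controls.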
# GRP78 ERSR act: qHTS for Inducers of the Endoplasmic Reticulum Stress Response (ERSR) in Human Glioma: qHTS. U87-MG GRP78 promoter luciferase reporter, 16 h. Potency, µM, for inactives: at the top dose activation, hits mostly activators. hit rate 0.02% among 420,000; note: potency is the fitted concentration of half-maximal effect; series mostly up to about 76 µM; % of control where 0% means no effect; nearly all actives have a fitted effect of over 35% in size
#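 Stably transfected U87-MG glioma cells carrying a GRP78-based luciferase sensor; 16 h compound incubation. Luminescence end-point read 10 min after Bright-Glo addition at room temperature.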
# POLB inh: qHTS Assay for Inhibitors of DNA Polymerase Beta | Pol beta primer extension/strand displacement, fluorescence kinetic | Potency, µM (doses to about 114 µM), inactives show top-dose activity change, negative = inhibition, usual class: inhibitors | hit rate 1.3% among 340,000; note: potency is the fitted concentration of half-maximal effect; % is set by controls: 0 for no effect and ±100 for the full control effect
#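 Kinetic readout of DNA synthesis with strand displacement by Pol beta. Compound and 10 nM enzyme sit 15 min at room temperature; 50 nM substrate starts the reaction, read immediately and at 10 min.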
# APEX1 inh: qHTS Assay for Inhibitors of the Human Apurinic/apyrimidinic Endonuclease 1 (APE1); Potency, µM (top dose mostly 65.8 µM), inactives show at the highest dose activity change, negative = inhibition, actives largely listed as inhibitors; AID 2517, 2012; DNA repair nuclease/redox regulator APEX1 (Homo sapiens), P27695; hit rate 0.35% among 350,000; recombinant APE1, TAMRA/BHQ-2 abasic DNA cleavage fluorescence;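 note: potency is the fitted concentration of half-maximal effect; plate controls were vehicle for no effect and reference inhibitor for full effect; nearly all actives have a fitted effect of over 55% in size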
#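 Compound pre-exposure to 0.75 nM APE1, 15 min at ambient temperature. Reaction initiated with 50 nM TAMRA/BHQ-2 THF substrate, read immediately in kinetic mode, 525 nm excitation, 598 nm emission.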
# Starred values were filed as active, the others as inactive; ? = inconclusive; · = no result given; & = joins results of further samples; [ ] = another dose, or the depositor's remark. Unless noted, calls come from the whole dose curve; as a rule, active = well fitted curve in the direction sought with a large enough effect; inconclusive = small, poorly fitted or top-dose-only effect, or another doubt; inactive = no such curve, though single readings can be large; an effect the other way counts as inactive or inconclusive. Not all compounds are listed. The share of hits here may be higher or lower than overall.
SMILES,Anesthetic bind,Pol eta inh,LDHA inh,Pol kappa inh,BLM helicase inh,POLI inh,GRP78 ERSR act,POLB inh,APEX1 inh
CC(C)[C@H](NC(=O)c1cccc(S(=O)(=O)N2CCCC2)c1)c1nc2ccccc2[nH]1,-7%,-6%,-9,-5%,-1%,-2%,-3%,22%,-5%
NC(=O)/C=C\c1cn(-c2ccccc2)nc1-c1ccc2c(c1)OCCO2,4%,?,-12,-6%,-1%,14%,-1%,7%,5%
CSCCC(NS(=O)(=O)c1ccc2c(c1)oc(=O)n2C)C(=O)NC1CCC(C)CC1 (centres undefined),-2%,-13%,-8,-1%,-1%,24%,-1%,-20%,-5%
CCC(C)NC(=O)Cc1c(C)c2cc3c(cc2oc1=O)OC(C)(C)CC3 (centres undefined),-7%,-17%,-5,8%,-4%,5%,5%,-1%,6%
CCCCN1C(=O)C(NC(=O)c2ccc(C(C)(C)C)cc2)(C(F)(F)F)C(C(=O)OC)=C1C (centres undefined),0%,-19%,-1&-6,-11%,-11%,6%,0%,5%,·
Nc1ccc(Oc2ccc(Cl)cc2)cc1,?,-12%,4,0%,-2%,-6%,-1%,0%,2%
Cc1ccc(-c2nc(CS(=O)(=O)CC(=O)NCCN3CCOCC3)c(C)o2)cc1,4%,-8%,2,11%,-3%,-21%,3%,-17%,-7%
CCCCC(=O)Nc1ccccc1CC,-8%,-15%,-2,5%,0%,41%[activator],-4%,-20%,2%
CCOc1ccc(NC(=O)CN(C)C(=O)c2cccnc2SC)cc1OCC,-1%,-15%,-2,-10%,0%,13%,?,66%,-5%
O=C1[C@@H]2Cc3c([nH]c4ccccc34)C(c3cccc([N+](=O)[O-])c3)N2C(=O)CN1CCCO (some centres undefined),-6%,-22%,1,5%,-2%,46%[activator],5%,?,20%
COc1ccc(NC(=S)N2CCCCCC2)cc1OC,?,-17%,0,-14%,0%,117%[activator],-4%,6%,-1%
Cn1c(=O)c2c(nc(NCc3cccnc3)n2Cc2ccccc2Cl)n(C)c1=O,-7%,-2%,-7,-6%,-2%,-1%,-4%,3%,14%
O=C(COc1ccc(Cl)cc1[N+](=O)[O-])N/N=C/c1cccs1,-12%,5%,-5,-13%,-4%,-22%,-2%,2%,1%
CC1CCC(NC(=O)c2cccc(S(=O)(=O)N3CCN(c4ccc(F)cc4)CC3)c2)CC1 (centres undefined),·,-23%,-7,-12%,·,3%,4%,·,15%
Cc1ccc(-n2c(=O)c3ccc(C(=O)NCc4ccco4)cc3n(Cc3ccccc3C#N)c2=O)cc1,-16%&-5%,4%&2%,-3&-4,-11%&-4%,-3%&1%,10%&-5%,1%&-5%,1%&-9%,-1%
COc1ccc(C2c3ccc(O)cc3Oc3ncn4nc(-c5ccccn5)nc4c32)cc1OC (centres undefined),-1%,-1%,-6,-9%,4%,-7%,2%,-3%,-8%
COc1ccc(C2CC(=O)c3cc(-c4nc(-c5cccc([N+](=O)[O-])c5)cs4)c(=O)n(-c4cc(C)cc(C)c4)c3C2)cc1 (centres undefined),-2%,-12%,-1,-9%,-4%,5%,-3%,-10%,·
C=CCOc1ccc(/C=N/NC(=O)C(=O)N2CCCCCC2)cc1OC,-12%,2%,-10,-7%,1%,-2%,0%,-1%,-2%
CCN(CC)S(=O)(=O)c1ccc(C(=O)OCC(=O)c2ccc3c(c2)NC(=O)CO3)cc1,-13%,-3%,-8,-13%[60.1 µM],-2%,8%,1%,5%,15%
Clc1ccc(-c2nnc3ccccn23)cc1,7%,1%,-2,-7%,0%,11%,-4%,15%,3%
CCCCC(C(=O)O)C(C)CC(=O)Nc1nccs1 (centres undefined),3%,-13%,2,-12%,-1%,19%,-6%,0%,-1%
CCCCCC(O)(c1ccc(OCC)cc1)C(CN1CCOCC1)c1ccccc1 (centres undefined),3%,-18%,11,-31%,-12%,?,11%,16%,-21%
O=C(CN1C(=O)NC2(CCc3ccccc32)C1=O)c1c[nH]c2ccccc12 (centres undefined),·,1%,-3,-16%,·,16%,-1%,·,13%
Cc1c(NC(=O)c2cccnc2C(=O)O)cccc1C(=O)O,-3%,-10%,0,-6%,0%,?,-1%,0%,2%
Cc1cccc(S(=O)(=O)c2cn(Cc3ccccc3)c3cc(N4CCOCC4)c(F)cc3c2=O)c1,-14%,-6%,-21,-4%,-4%,5%,-2%,11%,·
COc1ccc(CC(=O)NCc2nc(-c3ccccc3)no2)cc1,-10%,-7%,-3,8%,-4%,37%[activator],-1%,-16%,4%
Cc1cccc(N=C(NO)c2nonc2N)c1,-6%,-11%,-5,-25%,4%,0%,-3%,4%,0%
CC(=O)N(c1ccccc1)c1nc(/C=C/C(=O)Nc2c(C)cc(C)cc2C)cs1,0%,-23%,-3,-8%,-2%,9%,-5%,-2%,7%
COC(=O)c1sccc1NC(=O)C1CC1,49%[activator],-13%,-2,4%,-5%,4%,-4%,0%,0%
Cc1nnc(N(Cc2ccco2)C(=O)c2ccno2)s1,-11%,-15%,-1,3%,-3%,-9%,-4%,5%,-1%
CC1CCCCN1C(=O)c1ccc2c(c1)N(Cc1ccc(F)cc1)C(=O)c1ccccc1S2(=O)=O (centres undefined),-7%,-5%,-9,-5%,-7%,-10%,0%,8%,·
Cc1ccc(C)c(NC(=O)CN(CCc2ccccc2)S(=O)(=O)c2ccccc2)c1,45%[activator],-11%,-3,-16%,-8%,79µM*,-1%,19%,·
CC(=O)OCC1OC(c2ccc(C(C)=O)cc2)C=CC1OC(C)=O (centres undefined),2%[15.3 µM],·,·,·,1%[12.4 µM],·,-4%,·,31%[activator][12.4 µM]
COc1ccc(NC(=O)CC2C(=O)N(CCc3ccccc3)C(=S)N2Cc2cccnc2)cc1 (centres undefined),?,-25%,16,-10%,-9%,17%,0%,3%,-10%
OCCNc1nc(-c2ccccc2)nc2c1oc1ccccc12,5%,-17%,-2,8%,-1%,9%,4%,2%,14%
Cc1ccccc1OCC1Cn2c(nc3c2c(=O)[nH]c(=O)n3C)O1 (centres undefined),-9%,-5%,-5,-7%,2%,7%,-2%,-25%,0%
COc1ccc(CCNC(=O)CC(c2ccccc2)c2cc(C)ccc2O)cc1OC (centres undefined),10%,-16%,-1,4%,-3%,8%,-6%,18%,-3%
COc1ccc(-n2ncc3c(N4CCc5ccccc54)ncnc32)cc1,-6%,-11%,-6,-6%,-1%,-1%[58.9 µM],4%,8%,1%
CC12CCC(O)CC1=CCC1C2CCC2(C)C3=NN=CC3CC12 (centres undefined),·,-9%,-5,-17%,·,16%,-3%,·,·
Cc1cccc(N2CCN(C(=O)Cn3nc(Cc4cccnc4)c4ccccc4c3=O)CC2)c1C,3%,-16%,1,-4%,-3%,15%,-3%,31%,·
CCOc1cccc2sc(N(CCN(CC)CC)C(=O)c3ccc(S(=O)(=O)N4CCCC4)cc3)nc12,?,-21%,-2,-8%,3%,15%,-5%,-1%,31%
CCCn1nc(C(=O)NCC(C)(C)N2CCOCC2)c2ccccc2c1=O,-12%,6%,6&-8,-7%,-8%,10%,-1%,3%,-2%

# 4 neighbouring entries out of the list so far, quoted:
SMILES,Anesthetic bind,Pol eta inh,LDHA inh,Pol kappa inh,BLM helicase inh,POLI inh,GRP78 ERSR act,POLB inh,APEX1 inh
CCCCC(C(=O)O)C(C)CC(=O)Nc1nccs1 (centres undefined),3%,-13%,2,-12%,-1%,19%,-6%,0%,-1%
CCCCCC(O)(c1ccc(OCC)cc1)C(CN1CCOCC1)c1ccccc1 (centres undefined),3%,-18%,11,-31%,-12%,?,11%,16%,-21%
O=C(CN1C(=O)NC2(CCc3ccccc32)C1=O)c1c[nH]c2ccccc12 (centres undefined),·,1%,-3,-16%,·,16%,-1%,·,13%
Cc1c(NC(=O)c2cccnc2C(=O)O)cccc1C(=O)O,-3%,-10%,0,-6%,0%,?,-1%,0%,2%

# Limited to GRP78 ERSR act and Anesthetic bind, for some of the entries so far:
mol	GRP78 ERSR act	Anesthetic bind
OCCNc1nc(-c2ccccc2)nc2c1oc1ccccc12	4%	5%
Cc1ccccc1OCC1Cn2c(nc3c2c(=O)[nH]c(=O)n3C)O1 (centres undefined)	-2%	-9%
COc1ccc(CCNC(=O)CC(c2ccccc2)c2cc(C)ccc2O)cc1OC (centres undefined)	-6%	10%
COc1ccc(-n2ncc3c(N4CCc5ccccc54)ncnc32)cc1	4%	-6%

# POLI inh, entries above that show a hit
molecule	Anesthetic bind	Pol eta inh	Pol kappa inh	BLM helicase inh	POLI inh	GRP78 ERSR act	POLB inh	APEX1 inh
Cc1ccc(C)c(NC(=O)CN(CCc2ccccc2)S(=O)(=O)c2ccccc2)c1	45%[activator]	-11%	-16%	-8%	79µM*	-1%	19%	·
